Source: PubChem
KLK7 zymogen act: activators of human kallikrein-7 zymogen; purified proKLK7, EDANS-DABCYL substrate fluorescence; 100% is mature enzyme control, 0% vehicle; activation, % at 7 µM; actives 0.9% (n = 370,000); AID 652039;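 active means activation above the mean of all tested compounds plus 3 SD, computed per campaign excluding outliers beyond control limits, cut at about 13% in these data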
Target sequence (P49862 whole entry, looked up): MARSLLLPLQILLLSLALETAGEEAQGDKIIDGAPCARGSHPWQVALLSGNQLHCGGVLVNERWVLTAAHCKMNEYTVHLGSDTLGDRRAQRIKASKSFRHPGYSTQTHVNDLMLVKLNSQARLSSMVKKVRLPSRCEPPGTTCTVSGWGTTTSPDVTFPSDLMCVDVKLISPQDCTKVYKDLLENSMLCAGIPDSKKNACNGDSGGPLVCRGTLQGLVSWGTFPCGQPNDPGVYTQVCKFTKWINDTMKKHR
Tn7 DDE FP: inhibitors of Tn7 peptide binding to human fibrin DD(E) | P02675 | FP displacement of FITC-Tn7 peptide from fibrin DD(E); 0% = median of compound wells per plate | inhibition, % at 8.3 µM | actives 0.13% (n = 370,000) | AID 720508;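 active means inhibition above the mean of compounds falling within the control limits plus 3 SD of them, cut at about 14% in these data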;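 further: 0% = plate median of compound wells and 100% = 10 µM Aha-Tn7 peptide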
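Assay system: human fibrin DD(E) protein / Input: 2 µM fibrin DD(E) / Benchmarks: high control of 10 µM Aha-Tn7 peptide / Measured by: fluorescence polarization of the labelled Tn7 tracer / Medium: Tris buffer with calcium and detergent, pH 7.8 / Timing: 10 min compound pre-incubation, 3 h probe incubation at room temperature / Repeats: one replicate per compound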
SIAE primary: blocks human sialic acid acetylesterase; AID 1053197; SIAE FP-Rh probe binding, fluorescence polarization; inhibition, % at 9.66 µM; actives 0.69% (n = 370,000);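 active means inhibition above a cutoff: mean of compounds within the control limits plus 3 SD of those, cut at about 17% in these data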;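 further: 0% = plate median of compound wells and 100% = probe without SIAE protein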
PRMT1 inh: inhibitors of human PRMT1; Q99873; recombinant PRMT1, activity-based probe fluorescence polarization; inhibition, % at 2.79 µM; actives 1.3% (n = 370,000); AID 652257;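 active means inhibition above about 21% made by adding two undisclosed values, limit read from the data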
Target sequence (Q99873 whole entry, looked up): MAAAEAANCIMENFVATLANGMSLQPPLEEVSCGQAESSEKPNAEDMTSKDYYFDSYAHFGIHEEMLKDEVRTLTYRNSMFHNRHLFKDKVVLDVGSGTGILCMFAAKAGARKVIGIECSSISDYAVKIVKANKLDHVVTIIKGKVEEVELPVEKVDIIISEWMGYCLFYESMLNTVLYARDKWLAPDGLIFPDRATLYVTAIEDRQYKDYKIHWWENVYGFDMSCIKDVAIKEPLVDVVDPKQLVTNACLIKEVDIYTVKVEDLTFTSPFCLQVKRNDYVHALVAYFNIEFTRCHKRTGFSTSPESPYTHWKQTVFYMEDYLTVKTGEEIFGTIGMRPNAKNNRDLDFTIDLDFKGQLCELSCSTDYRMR
TDP2 absorb: TDP2 (human) inhibition, absorbance primary screen; O95551; recombinant TDP2, T5PNP hydrolysis, p-nitrophenol absorbance 415 nm; inhibition, % at 12.8 µM; actives 0.34% (n = 370,000); AID 720702;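 active means inhibition above the mean of all tested compounds plus 3 SD, set per campaign, cut at about 25% in these data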;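 further: 0% = DMSO with enzyme and 100% = buffer with substrate but no TDP2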
Target sequence (O95551 whole entry, looked up): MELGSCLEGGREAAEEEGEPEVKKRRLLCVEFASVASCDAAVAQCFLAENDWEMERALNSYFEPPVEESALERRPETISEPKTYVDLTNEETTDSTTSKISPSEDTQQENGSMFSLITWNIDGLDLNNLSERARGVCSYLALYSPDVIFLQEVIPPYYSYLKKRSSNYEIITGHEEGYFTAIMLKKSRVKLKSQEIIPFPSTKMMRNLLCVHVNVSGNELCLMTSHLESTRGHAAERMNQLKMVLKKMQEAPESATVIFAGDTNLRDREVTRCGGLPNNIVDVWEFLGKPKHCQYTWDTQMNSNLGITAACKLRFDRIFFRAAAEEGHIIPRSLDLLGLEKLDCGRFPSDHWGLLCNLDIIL
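Read-out basis: percent inhibition. System: recombinant human TDP2. Buffer or medium: Mg2+-containing Tris-HCl buffer, pH 7.5. Repeats: single replicate. Timing: reaction 2 h, 37 °C. Benchmarks: high control without enzyme, low control DMSO plus TDP2. Probe or stimulus: 5 mM T5PNP. Doses: 12.8 µM only. Measured by: epi absorbance of p-nitrophenol freed from T5PNP by hydrolysis.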
UHRF1 MBD2 ctr: blocks human UHRF1 binding to methylated DNA; Q96T88; UHRF1 binding to methylated oligo, TR-FRET; inhibition, % at 4.4 µM; actives 0.75% (n = 370,000); in the data active means inhibition above about 21%;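 further: UHRF1 SRA domain binding a hemimethylated CpG hairpin DNA probe; 0% = median of test compound wells and 100% = reference inhibitor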
MBD2 DNA inh: inhibitors of human MBD2 binding to methylated oligonucleotide; Q9UBB5; TR-FRET; inhibition, % at 4.4 µM; actives 0.31% (n = 370,000); AID 686964; in the data active means inhibition above about 13%
LEDGF integ inh: blocks HIV-1 LEDGF/p75-dependent DNA integration; TR-FRET IN-LEDGF/p75 DNA integration, Eu/Cy5; actives 0.64% (n = 370,000); inhibition, % at 3.7 µM; AID 743269;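 active means inhibition above the screen-wide mean plus 3 SD, cut at about 13% in these data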;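 further: signal is the Cy5 over europium emission ratio at 671 and 618 nm; 0% = plate median of compound wells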
TCR CD3 inh: inhibitors of human TCR-CD3 interaction | TAMRA-labeled TCR probe fluorescence, biochemical | inhibition, % at 9.4 µM | actives 0.37% (n = 360,000); in the data active means inhibition above about 19%;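 further: recombinant mutant TCR 2C K166C tagged with TAMRA read by polarization; 0% = receptor in buffer alone and 100% = receptor with positive control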
Tn6 DDE FP: DD(E)-Tn6 binding inhibition, primary FP screen. inhibition, % at 8.3 µM. P02675. Fibrin DD(E) TRITC-Tn6 fluorescence polarization displacement. actives 0.21% (n = 370,000). AID 720509;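 active means inhibition above a per-campaign cutoff: mean of compounds within control limits plus 3 SD, cut at about 15% in these data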;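 further: 0% = median of all compound wells on the plate and 100% = blocking peptide control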
* = called active by the depositor; x = no result given.

SMILES	KLK7 zymogen act	Tn7 DDE FP	SIAE primary	PRMT1 inh	TDP2 absorb	UHRF1 MBD2 ctr	MBD2 DNA inh	LEDGF integ inh	TCR CD3 inh	Tn6 DDE FP
CN(CCO)C1CN(Cc2cn(Cc3ccccc3C(F)(F)F)nn2)S(=O)(=O)C1 (stereo unspecified)	-0.6	3	-4	2	3	7	2	-3	x	2
Cc1c(C(=O)N/N=C/C(C)C)[nH]c2c([N+](=O)[O-])cccc12	-0.3	7	1	2	8	-5	-1	-4	17	-3
C[C@H](CO)N1C[C@H](C)[C@@H](CN(C)C(=O)c2ccncc2)OCc2cn(nn2)CCCC1=O	-0.5	-7	-5	1	-1	8	-1	1	6	-5
CC(C)OCCCn1c(SCC(=O)N2CCc3ccccc32)nc2ccccc2c1=O	0.3	8	-2	1	6	1	3	-1	-10	0
CC1Cc2ccccc2N1C(=O)CSc1nn2c(=O)c(C(C)(C)C)nnc2s1 (stereo unspecified)	0.1	-2	0	0	1	0	0	-4	4	-3
COc1ccc(C(C)(C)C)cc1NC(=O)COC(=O)c1nc2nccc(C)n2n1	0.6	-2	-3	3	6	-1	0	3	7	3
CCOc1ccc(/C(O)=C2/C(=O)C(=O)N(CC3CCCO3)C2c2cccs2)cc1 (stereo unspecified)	0.2	-1	-1	-2	-3	-2	1	4	1	4
COc1ccc(-c2ccc(SCC(=O)NC3CCCCC3)nn2)cc1OC	-0.4	-1	-9	3	-1	0	3	1	3	2
COc1ccccc1N1CCN(C(=O)c2nn(C)c3c2CS(=O)(=O)c2ccccc2-3)CC1	0.2	-5	-4	-1	0	-2	0	1	3	-3
CN(C)c1ccc(C=Nc2ccc(N(C)C)cc2)cc1	0.0	-3	14	22*	28*	7	-12	35*	15	1
CN(C)c1ccc(C(CNC(=O)COc2ccc(Cl)cc2)N2CCCC2)cc1 (stereo unspecified)	0.5	2	7	2	-4	1	4	-2	-8	-4
COc1ccc([C@H]2CC(=O)C[C@@H](CCn3cc(-c4ccc(F)cc4)nn3)O2)cc1	0.4	1	1	-6	-2	-2	-4	-1	5	1
COc1cc(Cl)cc(C=O)c1OCC(=O)O	-12	-1	-6	1	-3	-1	-3	-3	1	5
O=C(O)C1CC=CCC1C(=O)Nc1ccccc1Cl (stereo unspecified)	0.1	6	1	0	9	2	4	3	3	3
COc1ccccc1-c1nnc(NC(=O)c2ccc(S(=O)(=O)N3CCCC3)cc2)o1	0.1	9	1	1	2	-2	-5	-4	10	4
COC(=O)c1c(NC(=O)C(C)(C)C)sc2c1C(C(=O)OC)CC2 (stereo unspecified)	0.0	-2	9	-2	2	-1	1	-2	7	-1
CCc1c(C#N)c(SCCC(=O)Nc2ccc(F)cc2)nc2c1C(=O)CC(C)(C)C2	0.2	4	-41	-1	9	-1	-4	-3	-3	-5
Cc1ccc2nc(SCC(=O)NC(=O)NCc3ccco3)[nH]c2c1	0.9	4	-4	0	5	-1	-1	0	4	1
O=C(Nc1cc(Sc2ccccn2)cc([N+](=O)[O-])c1)c1ccc(Cl)cc1	0.0	0	-42	3	12	0	0	-3	0	-5
COC(=O)c1ccc(S(=O)(=O)N2CCOCC2)o1	-0.8	-2	-2	-5	0	0	-6	1	14	5
CCOC(=O)N1CCN(C(=O)C[C@H]2C[C@@]3(C(=O)OC)C(=C[C@H](C4CCCC4)O[C@@H]3C)N(Cc3ccco3)C2=O)CC1	-0.4	-3	-3	5	-5	2	1	0	x	0
CCN(CC(=O)Nc1ccc(NC(C)=O)cc1)C(=O)CCCOc1cccc(C)c1	0.1	9	-1	-1	-5	1	1	-3	-3	-4
S=C(c1ccccc1)N1CCCC1	0.2	0	-1	1	-1	2	1	2	5	5
Fc1ccc(C(c2nnnn2Cc2cccs2)N2CCN(C3CCCCC3)CC2)cc1 (stereo unspecified)	-0.3	-7	-4	-4	-12	2	-1	5	3	-1
Cc1c(C(N)=O)sc2nc(-c3ccccc3)cn12	-0.8	4	2	-1	3	-2	2	-1	8	0
COc1cc(C(=S)N2CCOCC2)ccc1O	0.6	15*	5	24*	3	4	3	-2	-9	-1
CCN(CC)C(=O)c1nc[nH]c1C(=O)N1CCc2ccccc2C1	-0.9	1	0	1	3	0	-1	0	0	1
CCOC(=O)c1nnc(-c2cccs2)nc1NC(C)C	0.6	10	-2	-1	-7	-2	1	-3	-3	2
CCOC(=O)COc1ccc(S(=O)(=O)NC2CC2)cc1	-0.9	4	-1	-2	23	0	1	-2	0	3
OCC1CCCN(C(=S)Nc2ccc(OC(F)F)cc2)C1 (stereo unspecified)	0.4	-2	5	-1	-17	10	2	-1	-10	-3
CCOc1ccccc1NC(=O)c1ccc(C(=O)Nc2ccccc2OCC)nc1	0.4	4	0	5	10	2	4	-2	-8	2
O=C(O)c1cccc(S(=O)(=O)Nc2cc(Cl)ccc2Cl)c1	0.2	-4	-5	-3	-11	1	-1	1	4	6
Cc1occc1C(=O)N/N=C/c1ccccc1[N+](=O)[O-]	1.1	-3	0	1	5	-4	1	-1	-5	0
CCN(CC)CCOC(=O)c1ccc(N/C=C(/C#N)c2nc(-c3ccc(OC)c(OC)c3)cs2)cc1	6.7	-5	-10	1	12	2	3	-3	-11	-6
O=C(Nc1ccccn1)C(NS(=O)(=O)c1cccc2nsnc12)c1ccccc1 (stereo unspecified)	-0.1	-2	6	0	-5	-2	-6	-1	12	-2
O=C(CN1CCOCC1)Nc1nc2ccc(F)cc2s1	-0.5	5	-2	0	1	-1	2	2	6	-1
Cc1occc1C(=O)OCC(=O)Nc1ccc(F)cc1	-0.2	-7	-4	1	-9	-2	-2	0	-11	-2
CCOC(=O)C1C(=O)NC(c2ccccc2)=NC1c1ccc(C(C)C)cc1 (stereo unspecified)	0.4	-3	-7	0	-2	-1	0	2	5	0
O=C(NCc1cccc(Cl)c1)N1CCN(S(=O)(=O)c2ccccc2F)CC1	-0.2	-1	1	-3	-8	0	-2	1	3	7
COc1ccc(C(=O)NCC(=O)OCC(=O)N(C)c2ccccc2)cc1	0.2	-5	3	0	-1	-1	5	1	1	-5
CCOC(=O)COc1ccc2c(c1)C(=O)CC1(CCN(C(C)=O)CC1)O2	22*	-7	1	-1	-2	0	-6	0	9	3
CC(NC(=S)NC1CCCCC1)C(c1cccs1)N1CCOCC1 (stereo unspecified)	0.3	7	-13	6	1	5	7	-4	-10	3
Cc1ccsc1-c1cc2nc(NCCOc3ccccc3Cl)n(C)c(=O)c2s1	-0.4	-6	-31	-2	-24	3	-7	3	-9	-1
CC(C)C[C@@H]1COc2cccc(N3CCN(Cc4ccccc4F)CC3)c2S(=O)(=O)N1	0.0	1	-4	2	-7	0	2	-2	8	5
CCOC(=O)CNc1ncnc2nc[nH]c12	0.5	-4	6	3	-9	3	0	1	0	-7
CN(C)c1cccc(C(=O)N2CCCC(C(=O)c3cc(F)ccc3F)C2)c1 (stereo unspecified)	-0.1	-11	0	1	-16	3	-2	5	-2	0
COCCCNC(=O)CCC(=O)Nc1ccc2nc(N3CCOCC3)cc(C)c2c1	4.8	-3	3	2	6	0	-3	1	-8	-4
CC(=O)Nc1ccc(N=Cc2ccc[nH]2)cc1	-0.3	0	1	-1	-12	1	-1	-3	5	4
Cc1nnc(Sc2nc3c(c(=O)[nH]c(=O)n3C)n2Cc2ccccc2)s1	0.3	4	0	1	0	8	2	1	-2	-3
Cc1cc(NCCCn2ccnc2)n2c(nc3ccccc32)c1C#N	17*	1	2	-1	0	1	-5	1	-3	-2
Cc1ccc(-c2noc(-c3cccs3)n2)cc1	-0.5	1	-2	0	2	0	0	-1	-10	5
CCOC(=O)C1=C(C)NC(=O)NC1c1ccc(OCC(=O)Nc2ccccc2)c(OC)c1 (stereo unspecified)	0.1	6	0	2	3	-1	-3	0	-7	-1
Cc1ccc(-n2cc(CNCC3CC(=O)N(C4CC4)C3)c(-c3cccc(C)c3)n2)cc1 (stereo unspecified)	1.0	0	3	-2	4	-2	-5	-1	0	-7
CCCCCc1c(-c2ccc(F)cc2F)ncn1CCc1ccccc1OC	-0.1	10	5	4	-1	3	0	0	-8	-3
O=C(c1ccc2ccccc2c1)C1CCCN(C(=O)c2noc3c2CCCC3)C1 (stereo unspecified)	-0.4	-1	-2	5	-11	3	-3	-5	-12	-1
C=C(C)c1cccc(C(C)(C)NC(=O)Nc2cccnc2)c1	0.2	-3	3	-1	-2	1	7	-1	-2	-3
CSc1ccc(CN2CCC2(C)C(=O)NCc2ccc3c(c2)OCO3)cc1 (stereo unspecified)	0.4	5	-6	5	4	1	4	-4	-6	-8
CCc1noc(C)c1C(=O)N1CCN(S(=O)(=O)c2ccc(Br)cc2Cl)CC1	0.1	-5	-3	-4	-2	1	-6	4	4	-7
Cc1cc(C)c[n+](CC(=O)c2cc3ccccc3oc2=O)c1	0.0	-4	1	-3	10	-2	-1	-1	5	-5
Cc1ccc(NC(=O)CSc2nnc(N)s2)c([N+](=O)[O-])c1	-0.2	3	0	5	6	-3	3	-2	4	-6

Next records.
SMILES	KLK7 zymogen act	Tn7 DDE FP	SIAE primary	PRMT1 inh	TDP2 absorb	UHRF1 MBD2 ctr	MBD2 DNA inh	LEDGF integ inh	TCR CD3 inh	Tn6 DDE FP
COc1ccc(CCn2c(=N)c(C(=O)NCc3ccco3)cc3c(=O)n4ccccc4nc32)cc1	-5.0	2	-2	0	0	-13	-5	-2	4	-6
CC(=O)Oc1cccc(N2C(=O)c3ccc(C(=O)Nc4cccnc4)cc3C2=O)c1	0.2	-1	0	3	13	-2	-1	3	4	-4
COc1ccc(-c2nnc3ccc(SCC(=O)Nc4nc5ccccc5s4)nn23)cc1OC	0.4	-4	-8	1	-1	-2	-5	3	10	3
COc1cccc(NC(=O)c2ccccc2C(F)(F)F)c1	1.2	-7	-4	-3	-1	1	-1	1	0	-6
O=C(OCCc1ccccc1)c1cc(O)c(O)c(O)c1	0.5	-5	-13	6	7	4	-1	-4	17	-3
Cc1cccc(N2CCN(C(=O)CCN3C(=O)C4C5C=CC(C5)C4C3=O)CC2C)c1 (stereo unspecified)	-0.6	4	2	0	-14	0	3	-2	4	-8
O=C(NCCc1ccc(Cl)cc1)c1ccc2ccccc2n1	-0.4	-2	-3	3	-2	3	5	-5	-6	4

2 of the compounds above, with bars between the fields.
mol | KLK7 zymogen act | Tn7 DDE FP | SIAE primary | PRMT1 inh | TDP2 absorb | UHRF1 MBD2 ctr | MBD2 DNA inh | LEDGF integ inh | TCR CD3 inh | Tn6 DDE FP
COc1cccc(NC(=O)c2ccccc2C(F)(F)F)c1 | 1.2 | -7 | -4 | -3 | -1 | 1 | -1 | 1 | 0 | -6
O=C(OCCc1ccccc1)c1cc(O)c(O)c(O)c1 | 0.5 | -5 | -13 | 6 | 7 | 4 | -1 | -4 | 17 | -3
